Screening results as filed in PubChem BioAssay.
UPR CHOP act: activators of apoptotic arm of unfolded protein response (CHOP); CHO-CHOP luciferase reporter, UPR activation, luminescence; percent of tunicamycin response over DMSO baseline; activation, % at 10 µM; hit rate 0.34% among 330,000;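 active = at 10 µM dose, activation of 40% or more, normalized to positive control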;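 note: 100% = tunicamycin at 10 µg/mL and 0% = DMSO alone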
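System: CHO-CHOP luciferase reporter cell line | Buffer or medium: F12 medium containing 10% fetal bovine serum | Doses: One dose, 10 µM in 0.5% DMSO | Times: 6 h compound exposure at 37 °C after overnight seeding | Signal: Luciferase luminescence | Read-out: % activation vs tunicamycin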
697 NFkB inh: inhibitors of the PMA/ionomycin-induced NF-kB reporter in 697 B cells | hit rate 0.33% among 330,000 | 697 B-cell NF-kB luciferase reporter, 16 h | inhibition, % at 4 µM | AID 435022; in the data active = inhibition above about 35%
XBP1 UPR activ: activators of adaptive arm of unfolded protein response (XBP1). AID 463104. hit rate 0.33% among 330,000. CHO-XBP1 luciferase reporter, IRE1-XBP1 UPR activation, luminescence; percent of tunicamycin response, DMSO as zero. activation, % at 20 µM;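 active = versus positive control, 20 µM dose yields 30% or more activation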;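 note: 100% = tunicamycin at 10 µg/mL and 0% = DMSO only wells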
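Material: CHO cell line with stable XBP1 luciferase reporter; buffer or medium: F12 medium containing 10% fetal bovine serum; compound: single point, 20 µM final compound, 1% DMSO; incubation: 6 h treatment, 37 °C; measured by: glow luminescence from Steady-Glo reagent; evaluation: activation, % of tunicamycin; control set: tunicamycin high, DMSO low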
APJ agonist: APJ receptor agonism. hit rate 0.11% among 330,000. AID 2520. activation, % at 20 µM. CHO-K1 APJ PathHunter beta-arrestin, luminescence; 0% DMSO wells, 100% apelin. P35414;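 active = activation more than six SD over the plate average, tested at 20 µM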;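 note: 0% = DMSO alone and 100% = apelin-13 at 10 nM; some results filed as inactive read as strong as hits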
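Test system: CHO-K1 APJ beta-arrestin complementation cell line | Compound: Single test compound dose, 20 µM final, 1% DMSO | Incubation: Compound 90 min 25 °C, reagent 1 h | Measured by: beta-gal luminescence | Read-out basis: APJ–arrestin association signal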
tim23-1 inh: tim23-1 yeast growth inhibition | S. cerevisiae tim23-1 growth, BacTiter-Glo luminescence, 24 h | inhibition, % at 20 µM | hit rate 1.3% among 330,000;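 active = growth inhibition of the mutant yeast at or above 50%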;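 note: temperature-sensitive mutant grown at 25 °C; plate controls were DMSO-treated mutant yeast for no effect and medium wells lacking yeast for full effect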
APJ antag: antagonists of human APJ apelin receptor; P35414; CHO-K1 APJ beta-arrestin complementation, luminescence; inhibition, % at 20 µM; hit rate 0.32% among 330,000; AID 2521;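 active = inhibition above about 40% at 20 µM, limit read from the data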;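 note: cells challenged with 10 nM apelin-13 agonist together with compound; plate controls were apelin-13 plus DMSO wells for no effect and DMSO wells lacking apelin-13 for full effect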
Jurkat NFkB inh: inhibitors of the PMA/ionomycin-induced NF-kB reporter in Jurkat cells | PMA/ionomycin-induced NF-kB luciferase reporter, luminescence | AID 435003 | inhibition, % at 4 µM | hit rate 0.53% among 330,000; in the data active = inhibition above about 50%
Mdm2 MdmX PPI: inhibitors of human Mdm2/MdmX interaction | AID 485346 | SaOS-2 split-luciferase Mdm2/MdmX complementation, luminescence | O15151+Q00987 | hit rate 3% among 330,000 | inhibition, % at 8 µM;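 active = inhibition of at least 50% at 8 µM in the primary screen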
Target sequence (O15151 whole entry, looked up): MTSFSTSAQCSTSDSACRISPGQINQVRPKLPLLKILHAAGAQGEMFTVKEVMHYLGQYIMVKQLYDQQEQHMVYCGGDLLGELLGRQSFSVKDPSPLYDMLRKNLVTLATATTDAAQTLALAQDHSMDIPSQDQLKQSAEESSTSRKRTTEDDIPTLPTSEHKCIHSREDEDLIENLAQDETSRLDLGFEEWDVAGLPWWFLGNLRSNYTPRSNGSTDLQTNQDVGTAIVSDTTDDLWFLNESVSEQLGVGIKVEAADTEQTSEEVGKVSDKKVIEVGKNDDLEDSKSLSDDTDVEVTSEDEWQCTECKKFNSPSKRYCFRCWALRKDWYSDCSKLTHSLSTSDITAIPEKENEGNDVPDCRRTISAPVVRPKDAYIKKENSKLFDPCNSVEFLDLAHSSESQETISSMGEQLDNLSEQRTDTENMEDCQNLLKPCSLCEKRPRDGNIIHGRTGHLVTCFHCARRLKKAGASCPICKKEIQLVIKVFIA
Target sequence (Q00987 whole entry, looked up): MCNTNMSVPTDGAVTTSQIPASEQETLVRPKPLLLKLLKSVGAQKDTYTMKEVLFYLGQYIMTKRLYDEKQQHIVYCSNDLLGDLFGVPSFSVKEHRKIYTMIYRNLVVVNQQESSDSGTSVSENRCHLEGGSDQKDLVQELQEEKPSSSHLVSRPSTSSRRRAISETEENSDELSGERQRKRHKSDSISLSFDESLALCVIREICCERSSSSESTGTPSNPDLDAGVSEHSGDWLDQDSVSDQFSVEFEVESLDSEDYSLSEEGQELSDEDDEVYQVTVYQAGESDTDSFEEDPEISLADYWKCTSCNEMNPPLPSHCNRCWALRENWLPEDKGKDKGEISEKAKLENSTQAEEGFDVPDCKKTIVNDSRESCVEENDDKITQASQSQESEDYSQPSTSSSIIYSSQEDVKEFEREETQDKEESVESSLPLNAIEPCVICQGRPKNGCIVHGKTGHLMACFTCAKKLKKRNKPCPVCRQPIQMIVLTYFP
* hit, by the source's call.

entry	Molecule	Mdm2 MdmX PPI	tim23-1 inh	APJ antag	Jurkat NFkB inh	APJ agonist	XBP1 UPR activ	UPR CHOP act	697 NFkB inh
1	Cc1ccc(-c2cc(C(=O)N/N=C/c3c(C)nn(C)c3C)c3ccccc3n2)c(C)c1	8.3	22.3	-0.5	1.7	0.5	3.7	0.0	22.4
2	CCCCOc1ccc(C2(C)CC(=O)NC2=O)cc1 (configuration not stated)	5.4	4.4	-0.9	-11.7	-2.5	-3.1	0.3	4.3
3	COc1cscc1C(N)=O	3.2	-5.0	5.7	10.5	0.8	-3.0	1.5	9.5
4	Cc1cc(C(=O)NCc2ccc(S(N)(=O)=O)cc2)cs1	-0.3	11.5	-17.6	-14.9	2.4	0.7	-2.1	7.5
5	Nc1cc(OCC(F)(F)F)cc(OCC(F)(F)F)c1	11.9	11.8	-1.2	9.2	-4.7	1.1	-0.1	11.7
6	COc1ccccc1CNC(=O)CCS(=O)(=O)Cc1ccc(C)cc1	1.6	-1.8	22.6	1.2	3.3	-3.2	0.7	-0.1
7	COc1ccc(C(=O)Nc2nc(C)c(C(=O)N(C)C)s2)cc1OC	15.4	10.1	-4.2	-14.8	1.9	0.4	2.1	-5.7
8	COc1cc(/C=C/C(=O)OCc2csc(CC(=O)Nc3ccc(C)cc3)n2)ccc1OCC#N	16.4	-20.6	-1.9	-5.4	0.9	-2.6	-0.3	11.5
9	C/C(=N\NC(=O)c1nc2ccccn2c1C)c1cccc([N+](=O)[O-])c1	16.0	2.6	0.4	18.5	-1.3	1.0	-1.2	15.3
10	[N-]=[N+]=N[C@@H](CCN1CC[C@H](NC(=O)OCc2ccccc2)CCC1=O)c1ccccc1	-9.0	17.2	3.9	1.0	0.5	6.8	-2.7	-33.4
11	Cc1cc(C(=O)CN2C(=O)NC3(CCCCC3)C2=O)c(C)n1Cc1ccc2c(c1)OCO2	-3.3	-1.8	2.2	-0.4	-2.5	3.3	1.6	-23.3
12	Cc1ccc(S(=O)(=O)CCSc2nc(C)cc(C(F)(F)F)c2C#N)cc1	15.6	33.4	3.9	33.7	-2.4	-4.3	1.8	6.8
13	CCOC(=O)N1CCN(C2CCCN(C(=O)c3cccc(Cl)c3)C2)CC1 (configuration not stated)	-0.8	16.3	7.8	16.2	-1.1	-4.6	0.4	-12.0
14	CC(=O)C[C@@H](O)CC(=O)[C@@H]1OC(=O)[C@@H](C)CCCCc2ccccc21	8.2	20.3	-6.1	11.3	-0.5	-2.6	-0.9	5.5
15	NS(=O)(=O)c1ccc(NC(=O)/C=C/c2ccccc2[N+](=O)[O-])cc1	12.6	3.5	-8.8	0.0	-3.8	-3.3	-1.4	21.1
16	COc1ccc(N2CCN(CC(=O)N3c4ccccc4CC3C)CC2)cc1 (configuration not stated)	16.5	2.6	5.8	11.9	-0.1	-4.0	1.2	15.0
17	COc1cc(/C=C/C(=O)OCC(=O)N2CCN(S(=O)(=O)c3ccc(C)cc3C)CC2)ccc1O	0.9	13.1	-35.1	-5.2	1.6	-3.2	11.6	-39.0
18	CCc1cc(=O)oc2cc(OCC(=O)N3CCCc4ccccc43)ccc12	-14.2	16.3	-9.4	5.5	0.7	-3.5	-0.9	3.9
19	O=C(COC(=O)Cc1n[nH]c(=O)c2ccccc12)Nc1cccc(C(F)(F)F)c1	10.2	6.6	-1.7	4.9	-2.9	-1.9	0.7	18.7
20	O=C(N/N=C/c1ccco1)C1COc2ccccc2O1 (configuration not stated)	-6.0	17.3	4.9	-3.1	8.6	-1.9	-1.2	-14.3
21	C=CCOc1c(CNc2ccc(S(N)(=O)=O)cc2)cccc1OC	-18.1	9.8	1.9	-1.6	3.0	-1.0	1.5	11.4
22	O=c1c(Br)c(N2CCCCC2)cnn1-c1ccccc1	-44.0	29.8	-10.2	-80.1	-1.9	-4.8	3.3	-83.8
23	CCCCn1c(NC(C)CC)nc2c1c(=O)[nH]c(=O)n2C (configuration not stated)	37.7	2.5	13.6	5.1	-3.7	4.0	-2.1	9.7
24	O=C(O)COc1ccc(Br)cc1/C=N\Nc1ccccn1	4.7	6.6	10.6	4.2	-2.8	-3.8	5.2	6.0
25	Cc1cccc(C(=O)N2CCN(S(=O)(=O)c3ccc4c(c3)OCCCO4)CC2)c1[N+](=O)[O-]	19.7	23.5	11.8	13.9	-6.7	-1.8	-0.8	-8.7
26	c1ccc(CCOn2ccnc2)cc1	-0.8	16.5	20.4	15.9	-3.6	-7.1	2.5	2.7
27	CSCC(=O)N1CCCC(C(=O)c2cc(F)ccc2F)C1 (configuration not stated)	28.5	2.0	-3.8	0.9	2.0	1.4	-1.6	4.1
28	CC[C@@H](C)[C@@H](C(=O)N1CCNCC1)n1cc(CCC(=O)O)nn1	-13.7	9.2	-7.8	9.5	2.7	-4.0	0.2	13.3
29	CCS(=O)(=O)c1ccc(O)c(N2C(=O)C3C4C=CC(C4)C3C2=O)c1 (configuration not stated)	-15.2	-7.4	21.4	-4.8	-2.6	-3.7	-0.6	-9.8
30	CCn1ncc(/C=C/C(=O)NCc2cn(C)nc2C)c1C	-6.7	8.9	-4.3	9.3	-1.4	-2.4	-0.8	8.3
31	Cc1nn(Cc2ccccc2)c(C)c1NS(=O)(=O)c1ccccc1	21.3	4.1	8.6	1.8	2.4	-5.6	-0.8	19.1
32	NC(=O)Cn1nnc(-c2ccc(C(F)(F)F)cc2)n1	-3.4	3.3	-15.5	-1.4	1.2	4.7	4.7	16.3
33	CCCCOC1(c2ccccc2)NC(=S)NN=C1c1ccccc1 (configuration not stated)	3.8	42.0	14.6	-3.2	0.3	-1.0	-1.6	-6.3
34	Brc1ccccc1C1Nc2cccc3cccc(c23)N1	-14.4	47.2	9.6	23.6	1.0	4.1	-0.3	-65.3
35	CC(C)n1c(-c2ccco2)csc1=Nc1cccnc1	-7.7	34.5	-3.5	17.5	10.1	3.5	-0.6	-55.4
36	CCC(=O)Nc1nc(C)c(-c2csc(Nc3ccccn3)n2)s1	19.5	35.4	-5.6	-74.8	-2.5	20.8	5.2	-18.1
37	COc1ccc(-c2nc3cc(C)ccn3c2NC(=O)c2c(F)cccc2Cl)cc1	3.7	3.9	11.1	4.9	-1.4	0.6	2.5	9.3
38	Cc1ccccc1N1CC(O)(c2ccccc2)[N+]2=C1SCC2 (configuration not stated)	-6.8	10.0	1.3	0.0	-3.4	-0.8	2.8	-9.6
39	O=C(OCC1CC(c2ccccc2)=NO1)c1ccc(Br)cc1 (configuration not stated)	-9.0	4.8	-14.4	1.9	3.3	-1.6	2.2	3.3
40	COc1ccc(C(=O)N2CCC(C(=O)NC3CC3)CC2)cc1	20.4	-3.7	15.7	9.1	-3.4	1.0	0.4	0.0
41	COc1ccccc1NC(=S)N(CCN1CCCCCC1)Cc1cccs1	-5.6	9.9	-6.6	2.8	-4.4	0.1	0.9	-12.1
42	CN(c1ccccc1)S(=O)(=O)c1ccc(C(=O)Nc2ncccc2O)cc1	13.0	9.9	-67.9	-12.0	-0.7	0.4	-0.4	-9.0
43	O=C(c1ccncc1)N1CCCC(N2CCN(c3cccc(C(F)(F)F)c3)CC2)C1 (configuration not stated)	6.9	11.4	-2.5	-4.3	0.3	-3.1	0.8	-26.3
44	CC1CCN(C(=O)Cn2nnc(-c3ccc(N)cc3)n2)CC1	5.3	9.3	-5.7	-3.9	-2.9	-0.9	0.1	27.3
45	COc1ccc(CCNC(=O)c2cc(C(=O)c3cc(Cl)ccc3O)cn(CCc3ccc(OC)cc3)c2=O)cc1	33.0	5.9	-37.8	-24.0	1.6	3.1	20.0	-16.1

From no. 36 to 39, copied from above:
entry	Molecule	Mdm2 MdmX PPI	tim23-1 inh	APJ antag	Jurkat NFkB inh	APJ agonist	XBP1 UPR activ	UPR CHOP act	697 NFkB inh
36	CCC(=O)Nc1nc(C)c(-c2csc(Nc3ccccn3)n2)s1	19.5	35.4	-5.6	-74.8	-2.5	20.8	5.2	-18.1
37	COc1ccc(-c2nc3cc(C)ccn3c2NC(=O)c2c(F)cccc2Cl)cc1	3.7	3.9	11.1	4.9	-1.4	0.6	2.5	9.3
38	Cc1ccccc1N1CC(O)(c2ccccc2)[N+]2=C1SCC2 (configuration not stated)	-6.8	10.0	1.3	0.0	-3.4	-0.8	2.8	-9.6
39	O=C(OCC1CC(c2ccccc2)=NO1)c1ccc(Br)cc1 (configuration not stated)	-9.0	4.8	-14.4	1.9	3.3	-1.6	2.2	3.3

Other records
entry	Molecule	Mdm2 MdmX PPI	tim23-1 inh	APJ antag	Jurkat NFkB inh	APJ agonist	XBP1 UPR activ	UPR CHOP act	697 NFkB inh
46	CC(=O)Nc1ccc(C(=O)CSc2nccc(=O)[nH]2)cc1	-2.6	-2.5	8.7	2.6	-2.2	0.0	2.7	17.8
47	CCOC(=O)C(C(=O)Nc1ccccn1)C1CCCCC1 (configuration not stated)	11.0	16.1	-5.7	-11.8	2.0	-3.7	-0.1	-3.6
48	O=C(Nc1nnc(-c2ccccn2)o1)c1ccc(Br)cc1	20.2	29.4	-2.5	26.1	-0.1	-1.6	0.0	5.4
49	CCC(C)Sc1nc2c([nH]c3ccccc32)c(=O)n1C (configuration not stated)	11.5	11.7	-3.9	2.5	2.0	0.0	-0.6	-9.7
50	Cc1noc(NS(=O)(=O)c2ccc(N/C=C\C(=O)c3cccc4ccccc34)cc2)c1C	-28.3	5.7	-15.3	-13.1	-1.3	-1.2	0.0	6.5
51	Cc1cc(NC(=O)CSc2ncnc3sc(C)c(C)c23)no1	11.2	-20.3	-17.5	-0.7	-2.1	-0.5	0.1	-0.8
52	COc1ccc(Cc2nnc3sc(SCC(=O)Nc4ccccc4)nn3c2=O)cc1OC	-1.6	-2.6	10.6	12.2	-1.7	-2.2	-0.2	18.4
53	O=C1CCCN1C(=O)CSc1ccc2ccccc2n1	-10.6	13.0	19.6	-4.9	-2.0	-0.8	1.7	9.8
54	Nc1ccccc1SCCS(=O)(=O)c1ccc(Cl)cc1	11.9	28.1	-17.3	-3.0	-1.8	-2.2	-1.9	7.3
55	Cc1cc(CNC(=O)C2(C(F)(F)F)CC(CCCO)CCCO2)nn1C (configuration not stated)	-23.8	3.2	1.9	-11.0	-3.3	6.6	1.0	-3.6
56	O=C(NCCc1ccccc1)c1ccc(Br)o1	-63.6	14.3	-15.4	-67.8	8.4	3.6	5.1	-70.1
57	Cc1ccc(NC(=O)CSc2nnc(C3CC3)n2C)cc1S(=O)(=O)N1CCCCC1	19.2	-13.3	1.2	12.1	-4.5	-1.4	-1.6	-15.8
58	COc1ccc(-c2[nH]ncc2CN(C)C(C)c2ccon2)cc1F (configuration not stated)	-4.3	18.6	-7.3	-27.4	3.0	-0.1	-1.4	-2.3
59	COc1ccccc1N=C1SCC(=O)N1Cc1ccco1	18.4	3.5	-8.3	0.5	-5.5	-0.8	0.4	-0.2
60	Nc1cc(S(=O)(=O)N2CCOCC2)ccc1N1CCOCC1	7.5	-6.0	0.5	5.5	-0.3	-1.8	-1.2	-6.8
61	Cc1nc(C(N)=O)nc2ccccc12	23.0	-12.3	1.9	1.0	-3.5	-2.4	-0.2	4.3
62	Cc1ccc(OCC(=O)Nc2ccc(S(=O)(=O)Nc3ccccn3)cc2)cc1C	28.7	-6.3	-2.5	-13.4	-0.9	-4.2	-0.4	13.8
63	CC(NC(=O)CCC(=O)c1cccs1)c1ccccc1 (configuration not stated)	-4.8	5.5	11.4	-15.3	6.7	2.1	-0.8	2.8
64	COc1ccc(NC(=S)N2CCCC2)c(OC)c1	7.2	-9.3	7.9	2.7	-2.4	9.8	0.4	7.2
